# TRHR agonist = agonists of human TRH receptor. P34981. 0.18% of 360,000 active. TRHR cells, calcium flux fluo-8, FDSS agonist mode. activation, % at 2 µM; in the data active means activation above about 30%; further: 0% is about no effect
#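 Read-out: compound-evoked intracellular calcium rise in TRHR cells, fluo-8 dye, kinetic FDSS fluorescence at 1 s/cycle following a 10-cycle baseline. Cells cultured overnight before dye loading (30 min–1.5 h, RT).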
# D2 antag = antagonists of human D2 dopamine receptor. P14416. HEK293 TREx D2 cells, calcium flux, dopamine EC80. inhibition, % at 10 µM. 2% of 340,000 active. AID 485344; in the data active means inhibition above about 30%; further: 0% is about no effect
#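 Measurement of antagonist activity uses fluorescent calcium dye in inducible HEK293 T-REx D2 cells: 10 s baseline, compound addition with 180 s read, EC80 dopamine addition with a further 180 s read.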
# D2 ag = D2 dopamine receptor (human) agonism. 0.53% of 340,000 active. activation, % at 2 µM. P14416. HEK293 T-REx D2 cells, calcium flux agonist mode. AID 485358;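 active means activation over 3 SD above normal in the single-dose calcium agonist read, cut at about 30% in these data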; further: 0% is about no effect
#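 Agonism scored from kinetic calcium signal (1 read/sec, 180 s) following compound pin transfer, after a 10 s baseline. Cells: HEK293 Trex line expressing inducible D2 receptor coupled to calcium, dye-loaded after overnight culture at 30 C.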
# TrxR1 inh = inhibitors of rat thioredoxin reductase 1; O89049; recombinant rTrxR1, NADPH fluorescence consumption, selenite substrate; Potency, µM (series often up to 114 µM), for inactives: at the highest dose activity change, negative = inhibition, hits mostly inhibitors; 1% of 390,000 active; further: potency means the concentration at half of the fitted maximal effect; on the % scale 0 is the no-effect control and ±100 the full control effect; nearly all actives have a fitted effect of over 65% in size
# Target sequence (O89049 whole entry, looked up): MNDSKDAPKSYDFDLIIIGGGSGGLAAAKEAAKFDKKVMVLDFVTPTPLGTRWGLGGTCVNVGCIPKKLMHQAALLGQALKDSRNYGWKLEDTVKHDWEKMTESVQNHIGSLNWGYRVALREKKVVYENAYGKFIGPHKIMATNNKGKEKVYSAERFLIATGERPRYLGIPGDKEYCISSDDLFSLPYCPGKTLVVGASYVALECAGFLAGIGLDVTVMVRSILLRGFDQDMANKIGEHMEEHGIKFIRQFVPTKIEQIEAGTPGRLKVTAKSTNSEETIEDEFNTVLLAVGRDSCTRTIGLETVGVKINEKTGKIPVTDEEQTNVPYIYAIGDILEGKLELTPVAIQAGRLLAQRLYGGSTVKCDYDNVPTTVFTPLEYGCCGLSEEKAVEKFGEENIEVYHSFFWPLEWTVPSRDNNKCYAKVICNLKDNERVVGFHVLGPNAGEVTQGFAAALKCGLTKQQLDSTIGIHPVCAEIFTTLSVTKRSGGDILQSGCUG
#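 Rat TrxR1 (90 nM in the dispensed reagent) was pre-reduced with 400 uM NADPH for 5 min at room temperature, then incubated with compound for 15 min. After 400 uM selenite was added, NADPH fluorescence (Ex 340/Em 450 nm) was followed for 8 min.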
# TrxR1 substrate = is turned over as a substrate by rat TrxR1 | O89049 | purified TrxR1 substrate turnover, NADPH consumption readout | 0.01% of 390,000 active | Potency, µM (doses to about 114 µM), without a hit: at the highest dose activity change, negative = substrate turnover; further: potency means the concentration at half of the fitted maximal effect; on the % scale 0 is the no-effect control and ±100 the full control effect; nearly all actives have a fitted effect of over 50% in size
#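 Rat TrxR1, dispensed at 90 nM, was prereduced with 400 uM NADPH (final) for 5 min at ~22 deg C, then incubated with compound 15 min before 400 uM selenite. A first-read NADPH fluorescence drop versus no-compound background flagged substrates.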
# Pin1 inhibitor = human Pin1 inhibition; Q13526; Pin1 FP peptide displacement, HiFluor488, 10 min; Potency, µM (highest dose often 115 µM), for inactives: at the top dose activity, negative = inhibition, most hits filed as inhibitors; 0.009% of 390,000 active; AID 504891; active means well fitted inhibition curve with a large enough effect in the polarisation, with a control signal flat, not every such curve was filed as active; inconclusive means small, poorly fitted or top-dose-only effect, or effect the other way, or a change in a side signal; inactive means no such curve, though single readings can be large or run the other way; the % refers to the polarisation; further: potency means the concentration at half of the fitted maximal effect; on the % scale 0 is the no-effect control and ±100 the full control effect
# Target sequence (Q13526 whole entry, looked up): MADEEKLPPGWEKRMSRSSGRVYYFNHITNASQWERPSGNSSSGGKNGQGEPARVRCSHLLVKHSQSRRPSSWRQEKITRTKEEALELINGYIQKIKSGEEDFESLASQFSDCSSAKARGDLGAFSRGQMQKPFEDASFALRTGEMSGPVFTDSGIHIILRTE
# mIDH1 inhibitor = human IDH1 R132H inhibition; O75874; IDH1-R132H enzyme, NADPH consumption, diaphorase/resazurin fluorescence; Potency, µM (doses to about 76.6 µM), inactives show at the top dose activity change, negative = inhibition, most hits filed as inhibitors; 0.093% of 390,000 active; further: potency means the concentration at half of the fitted maximal effect; on the % scale 0 is the no-effect control and ±100 the full control effect; nearly all actives have a fitted effect of over 65% in size
# Target sequence (O75874 whole entry R132H, stated change not applied): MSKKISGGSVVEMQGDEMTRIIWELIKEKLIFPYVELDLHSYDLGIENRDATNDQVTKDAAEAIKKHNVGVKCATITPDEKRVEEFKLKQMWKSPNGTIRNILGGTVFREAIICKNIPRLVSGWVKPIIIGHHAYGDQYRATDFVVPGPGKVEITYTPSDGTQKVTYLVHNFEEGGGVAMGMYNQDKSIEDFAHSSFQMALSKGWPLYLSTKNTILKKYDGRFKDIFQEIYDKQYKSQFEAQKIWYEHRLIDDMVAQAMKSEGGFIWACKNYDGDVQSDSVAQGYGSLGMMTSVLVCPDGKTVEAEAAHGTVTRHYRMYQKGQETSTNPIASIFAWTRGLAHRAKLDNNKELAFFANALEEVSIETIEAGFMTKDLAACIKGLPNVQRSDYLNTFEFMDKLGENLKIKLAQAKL
#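 IDH1-R132H (0.5 ug/mL) preincubated 30 min with compound, then NADPH (0.016 mM) and alpha-KG (2 mM) added; 80 min at RT, pH 7.5. Remaining NADPH coupled via diaphorase/resazurin to fluorescence (540/590 nm); concentration-response curves normalized to no-enzyme control.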
# USP1-UAF1 inh = USP1/UAF1 (human) deubiquitinase inhibition. Potency, µM (top dose mostly 57.1 µM), inactives show at the highest dose activity change, negative = inhibition, most hits filed as inhibitors. recombinant USP1/UAF1, Ub-Rhodamine cleavage fluorescence. O94782. 0.23% of 390,000 active; further: potency means the concentration at half of the fitted maximal effect; on the % scale 0 is the no-effect control and ±100 the full control effect; nearly all actives have a fitted effect of over 60% in size; inactives centre near -12
#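 Step one: compound is pinned into 1nM USP1/UAF1 in HEPES pH 7.8 buffer with TCEP. Step two: 15 min room-temperature incubation. Step three: Ub-Rho (150nM final) starts cleavage, tracked by fluorescence over six one-minute reads.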
# TRHR PAM = TRH receptor (human) allosteric enhancement; P34981; enhancement, % at 2 µM; 0.66% of 360,000 active; TRHR cells, fluo-8 calcium fluorescence, EC20 TRH enhancement; AID 493056; in the data active means enhancement above about 30%; further: 0% is about no effect
#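 Enhancer read-out: after compound pinning and an initial kinetic agonist-mode read, an EC20 of TRH (10 nM final) was injected and fluo-8 calcium signal (Ex 480/Em 530) followed at 1 s/cycle for 100 cycles in TRHR-expressing cells.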
# Numbers without * were called inactive; ? = inconclusive; / = not tested or not shown; & = joins results of further samples; [ ] = another dose, or the depositor's remark. Unless noted, the call rests on the fitted dose curve; in most records, active means well fitted inhibition curve with a large enough effect; inconclusive means small, poorly fitted or top-dose-only effect; inactive means no such curve, though single readings can be large or run the other way.
Compound,TRHR agonist,D2 antag,D2 ag,TrxR1 inh,TrxR1 substrate,Pin1 inhibitor,mIDH1 inhibitor,USP1-UAF1 inh,TRHR PAM
CCNc1nc(Oc2ccc(=O)[nH]n2)nc(SC)n1,0.2,/,/,-7.8%,3.3%,-2.6%,2.7%,-8.3%,31.6*
Cc1cc(C(=O)OCC(=O)Nc2ccc(F)cc2)c(C)o1,0.2,4.3,-0.2,2.7%,5.0%,6.3%,1.6%,-10.7%,1.7
Cn1c(N)c(C(=O)CSc2nnc(-c3c[nH]c4ccccc34)n2C2CC2)c(=O)[nH]c1=O,0.3,11.9,1.3,18.9%,4.0%,?,0.7%,?,-2.0
COc1ccc(CNC(=O)c2cnc3sc(N4CCCC4)nn3c2=O)c(OC)c1,-0.1,/,/,10.5%[57.1 µM],5.3%[57.1 µM],-5.8%,18.1%,?,0.2
CCOC(=O)c1cc2ccc3ccccc3c2s1,0.6,-27.0,0.6,?,6.1%,-2.9%,1.6%,-10.9%,1.9
O=C(Nc1ccc(C(=O)N2CCCC2)cc1)c1ccccc1[N+](=O)[O-],0.2,-0.4,-1.0,13.7%[57.1 µM],-2.1%[57.1 µM],-1.3%,6.2%,-11.4%,1.1
COc1cccc(-n2nnc3c(=O)n(C/C=C/c4ccccc4)cnc32)c1,0.9,-7.6,0.4,15.4%[57.1 µM],2.5%[57.1 µM],16.5%,11.2%,-21.9%,9.8
CCOC(=O)c1ccc(NCCOC)c([N+](=O)[O-])c1,-0.6,-19.4,1.3,6.6%[57.1 µM],-4.6%[57.1 µM],3.5%,8.7%,-13.5%,-5.0
Cc1ccccc1-c1nc(-c2cccnc2)no1,0.2,-3.8,0.2,-6.4%,-1.6%,-3.0%,9.7%,-6.8%,11.9
CNC(=S)N/N=C(\C)c1ccccc1,-0.4,-10.4,0.8,9.2%[57.1 µM],-17.4%[57.1 µM],0.4%,4.0%,-5.7%,-1.6
Cc1occc1C(=O)NNC(=S)NCC(C)C,0.3,22.5,0.7,4.6%,4.2%,-1.0%,3.0%,2.2%,4.5
CCOC(=O)c1cc(-c2ccccc2C)nn1Cc1cc(C)no1,0.0,3.2,-0.8,14.0%,-2.5%,-0.8%,9.4%,?,0.3
O=C(C[n+]1cccc(NC(=O)c2ccccc2)c1)c1ccccc1,-0.2,10.4,0.3,?,-4.2%,-0.1%,22.5%,4.5%,12.1
COc1ccc(S(=O)(=O)Nc2cc3c4c(c2)CCC(=O)N4CCC3)cc1,-0.2,-12.1,0.1,-3.5%,1.6%,5.9%,2.6%,-23.8%,0.6
CN(C)c1nc(-c2cccnc2)nc(-c2ccc(Cl)cc2)c1C#N,0.2,2.9,0.1,4.5%[57.1 µM],3.6%[57.1 µM],-0.4%,0.5%,-22.6%,-0.4

# Entries of single compounds from above.
# Record of COc1cccc(-n2nnc3c(=O)n(C/C=C/c4ccccc4)cnc32)c1 = TRHR agonist = 0.9; D2 antag = -7.6; D2 ag = 0.4; TrxR1 inh = 15.4%[57.1 µM]; TrxR1 substrate = 2.5%[57.1 µM]; Pin1 inhibitor = 16.5%; mIDH1 inhibitor = 11.2%; USP1-UAF1 inh = -21.9%; TRHR PAM = 9.8
# Record of CCOC(=O)c1ccc(NCCOC)c([N+](=O)[O-])c1 = TRHR agonist = -0.6; D2 antag = -19.4; D2 ag = 1.3; TrxR1 inh = 6.6%[57.1 µM]; TrxR1 substrate = -4.6%[57.1 µM]; Pin1 inhibitor = 3.5%; mIDH1 inhibitor = 8.7%; USP1-UAF1 inh = -13.5%; TRHR PAM = -5.0

# Further compounds.
Compound,TRHR agonist,D2 antag,D2 ag,TrxR1 inh,TrxR1 substrate,Pin1 inhibitor,mIDH1 inhibitor,USP1-UAF1 inh,TRHR PAM
CCc1ccccc1NC(=S)N(CCc1ccncc1)C(C)C,0.7,-7.8,0.0,-6.5%,-1.7%,0.1%,-0.6%,-19.2%,-2.2
COc1cccc(CNC(=O)C2CCC(CNS(=O)(=O)c3cccs3)CC2)c1 (configuration not stated),-0.8,/,1.0,-6.3%,-7.2%,2.0%,-14.0%,-9.1%,-1.5
CCCC[C@@H]1C[C@H]1[C@@H](NC(=O)c1ccccc1)c1ccccc1C(F)(F)F,1.6,0.5,1.3,10.6%,1.5%,1.8%,20.2%,-20.5%,-7.3
CN(CC(=O)N1CCN(Cc2ccccc2)CC1)C(=O)Cc1ccc(Cl)c(Cl)c1,/,/,/,9.7%,2.9%,-9.1%,4.1%,-24.1%,/
CCOc1ccc(S(=O)(=O)Nc2ccc(C(=O)N(C)CC(=O)Nc3ccc(OC)cc3)cc2)cc1,-0.1,-6.0,-0.5,-8.6%,-12.5%,0.7%,?,-15.2%,11.6
CCCN(CCC)CCNS(=O)(=O)c1ccc2c(c1)oc(=O)n2C,-2.1,0.5,-0.8,15.5%,5.0%,-5.4%,-0.2%,-11.2%,-4.2
Cc1c(CN2CCC(n3nccc3NC(=O)c3cccc(F)c3)CC2)cnn1C,1.0,-8.3,0.6,-7.4%,-7.0%,2.4%,-1.7%,-4.3%,19.4
O=C(NCc1ccc(F)cc1)c1cnc2sccn2c1=O,0.9,10.7,0.9,17.7%,21.0%,-4.6%,-4.1%,-4.1%,-3.6
CCOC(=O)c1cc(CC)sc1NC(=O)c1cc([N+](=O)[O-])ccc1N1CCOCC1,-0.2,-2.6,0.3,-15.4%,-14.1%,0.5%,-3.5%,-16.8%,-3.1
Nc1nc(N2CCN(c3ccc(F)cc3)CC2)n[nH]1,1.1,-3.3,0.7,18.6%[57.1 µM],4.7%[57.1 µM],-4.8%,2.9%,-2.4%,-5.2
CN1CCC(NC(=S)Nc2cccc([N+](=O)[O-])c2)CC1,0.1,-23.2,-1.1,-0.7%,-0.4%,-2.2%,11.4%,-13.7%,-5.6
CN1CCN(C(=S)c2cn(CCOc3ccccc3F)c3ccccc23)CC1,0.2,-6.8,0.7,8.3%[57.1 µM],-6.5%,2.7%,3.7%,-12.4%,-3.9
CCCn1c(SC(C)C(=O)NC2CC2)nnc1-c1ccncc1 (configuration not stated),0.1,-3.8,0.3,17.0%,0.0%,-7.6%,-6.4%,-2.6%,2.1
COc1ccc(-c2noc(COc3cc(C)c(Br)c(C)c3)n2)cc1OC,0.5,/,/,54.4%[activator],5.0%,?,13.2%,8.4%,-0.9
CC1=C(C(=O)Nc2cc(Cl)ccc2C)C(c2sccc2C)n2ncnc2N1 (configuration not stated),0.5,/,-1.2,10.8%[57.1 µM],-3.0%[57.1 µM],-0.5%,-8.4%,?,-0.9

# Next section
Compound,TRHR agonist,D2 antag,D2 ag,TrxR1 inh,TrxR1 substrate,Pin1 inhibitor,mIDH1 inhibitor,USP1-UAF1 inh,TRHR PAM
COC1CCN(C(=O)c2cc(COc3ccc(-n4cncn4)cc3)on2)CC1,1.0,-16.6,0.3,17.1%,1.0%,-15.2%,1.9%,-20.7%,0.8
CCc1ccc(-c2cc(C(=O)Nc3ccc(S(=O)(=O)NC(C)=O)cc3)c3ccccc3n2)cc1,-0.6,/,/,?,-4.1%,?,9.7%,-2.2%,3.2
O=C(NC1CCC(O)CC1)c1ccc(-c2ccc(Cl)cc2)o1 (configuration not stated),-0.3,9.3,-0.1,-11.3%,43.3%[activator],-6.7%,1.0%,-25.8%,8.1
O=C(Nc1ccccc1)N1C2CCC1CC(O)(c1cccnc1)C2 (configuration not stated),0.9,-11.8,0.1,18.5%[11.4 µM],-9.5%[11.4 µM],-1.6%,4.0%,-20.7%,7.6
CCc1cc(C(=O)N2CCCC(CO)(Cc3ccc(F)cc3)C2)n(C)n1 (configuration not stated),-0.6,-5.2,0.7,-2.6%[57.1 µM],-1.0%[57.1 µM],-3.3%,8.3%,-15.4%,2.6
Cc1c(Cl)cccc1NC(=S)N(Cc1cccnc1)Cc1ccccc1Cl,0.2,-21.1,4.2,-37.6%,-2.2%[57.1 µM],19.9%,-2.2%,-17.5%,17.0
C[C@@H](NC(=O)[C@@H]1Cc2ccccc2CN1)C(=O)Nc1ccc2c(c1)OCO2,-0.2,/,/,2.0%,6.2%,-6.5%,2.5%,-1.8%,16.9
COc1ccc(N(CC(=O)NCCC2=CCCCC2)S(C)(=O)=O)cc1,-0.3,-0.3,0.5,17.3%,6.7%,5.1%,-1.5%,-6.2%,2.4
Cc1sc(N)nc1-c1ccc2c(c1)OCCO2,-0.1,-11.3,-1.0,42.5%[2.29 µM],0.6%,-2.5%,-2.8%,-10.0%,-2.0
NCc1ccccc1COc1ccccc1,-0.4,7.0,0.7,-6.4%,0.5%,3.5%,8.4%,-14.5%,-4.0
COc1ccc(-c2nn3c(-c4ccc(F)cc4)nnc3s2)cc1,0.1,11.6,-1.4,12.3%[57.1 µM],5.7%[57.1 µM],2.2%,2.0%,-16.4%,8.6
CCN1C(=O)[C@H]2[C@@H](c3ccc(-c4ccc(Cl)c(Cl)c4)cc3)N[C@@](Cc3ccccc3)(C(=O)OC)[C@H]2C1=O,0.5,4.5,0.9,16.9%[57.1 µM],8.3%[57.1 µM],1.2%,-8.0%,-17.1%,-6.5
Fc1ccccc1C1c2cccn2CCN1C(=S)Nc1cccc(Br)c1 (configuration not stated),-3.0,1.8,0.1,9.8%[57.1 µM],3.2%[57.1 µM],-6.7%,5.7%,-5.4%,-0.3
CCOc1ccc(NC(=O)CCNS(=O)(=O)c2ccc3c(c2)oc(=O)n3C)cc1,0.1&0.7,21.0,-1.0&0.8,-7.9%&8.2%,-12.1%&-2.2%,5.1%&2.1%,-7.9%&-5.9%,-16.4%&-22.1%,0.1&2.0
Cc1ccc(OCCNC(=O)CNC(=O)c2ccc3c(c2)OCO3)cc1,0.0,/,/,23.3%,5.7%,3.4%,3.4%,-18.0%,-5.0

# Source: PubChem (National Center for Advancing Translational Sciences (NCATS))

# Not all compounds are listed; the hit share may differ from the screen's.
